Source: PubChem (National Center for Advancing Translational Sciences (NCATS))
Akt phos inh: blocks phosphorylation of Akt | Neuro2A IGF-stimulated pAkt S473 HTRF, 20 min; active compounds read low | activity change, % for hits at 50 µM | 360,000 compounds, 0.32% hits | AID 651550; in the data active = activity change below about -80%; inconclusive = mostly about -51% to -80%; also: % is scaled to controls: 0 for no effect and ±100 for the full control effect
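Neuro2A cells in DMEM with 0.5% FBS, overnight at 37 deg C, given compound at single 50 µM final, then IGF (6 nM final) for 20 min at 37 deg C. Lysed; phospho-Akt Ser473 by HTRF after 24 h, 665/615 ratio.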
A549 viability: kills or reduces viability of A549 cells in Nrf2 counter-screen; A549 ARE-Fluc cells, CellTiter-Fluor viability, 18-24 h; Potency, µM (top dose mostly 46 µM), inactives show top-dose activity change, negative = cytotoxicity, hits mostly inhibitors; 390,000 compounds, 0.16% hits; also: potency is read from the fitted curve at half-maximal effect; % is scaled to controls: 0 for no effect and ±100 for the full control effect
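Cytotoxicity counterscreen: CellTiter-Fluor fluorescence was measured in A549 ARE_Fluc cells after 18-24 h of compound exposure in a concentration series. The subsequent BugLite luminescent read reports ARE-luciferase activity.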
MmCpn inh: inhibitors of Methanococcus maripaludis chaperonin (MmCpn). purified Mm-Cpn ATPase, ADP Transcreener TR-FRET. Potency, µM (doses to about 76.9 µM), inactives show top-dose activity, negative = inhibition, usual class: inhibitors. 330,000 compounds, 0.031% hits; also: potency is read from the fitted curve at half-maximal effect; % is scaled to controls: 0 for no effect and ±100 for the full control effect; nearly all actives have a fitted effect of over 80% in size
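Reaction buffer contained 30 mM Tris pH 7.4, 100 mM KCl, 5 mM MgCl2 and 1 mM DTT. Mm-CPN (25 nM final) hydrolysed 10 uM ATP over 30 min at 37°C; ADP was read by HTRF.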
Nrf2 ARE act: activates Nrf2 signaling; 410,000 compounds, 0.31% hits; AID 624171; AREc32 ARE-luciferase reporter (MCF7-derived line), luminescence, 24 h; Potency, µM (top dose mostly 46.1 µM), for the others: at the highest dose activation, usual class: activators; also: potency is read from the fitted curve at half-maximal effect; % of control where 0% means no effect; nearly all actives have a fitted effect of over 65% in size
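For detection, Steady-Glo was added and plates sat 30 min at RT; before that, AREc32_Fluc cells grown overnight in OPTI-MEM/5% FBS had been treated with 23 nL compound for 24 hr at 37 deg C.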
Nrf2 inh: Nrf2 pathway inhibition. 360,000 compounds, 2.1% hits. Potency, µM (highest dose often 46 µM), without a hit: top-dose activity change, negative = inhibition, hits mostly inhibitors. A549 ARE-Fluc reporter, luciferase luminescence, 18-24 h. AID 504444; also: potency is read from the fitted curve at half-maximal effect; % is scaled to controls: 0 for no effect and ±100 for the full control effect; nearly all actives have a fitted effect of over 60% in size
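Concentration-response testing used A549 ARE_Fluc cells at 5000 cells/well. Following an 18-24 h compound incubation, viability was read by fluorescence (Ex 405/Em 525) and luciferase output by luminescence.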
EPAC2 ag: agonists of human EPAC2 (RAPGEF4); Potency, µM (titrated, usually from 154 µM), inactives show at the highest dose activation, hits mostly activators; EPAC2 activation, biochemical qHTS; response scale: 100% = 6.5 mM cAMP response; Q8WZA2; 360,000 compounds, 0.079% hits; also: potency is read from the fitted curve at half-maximal effect; nearly all actives have a fitted effect of over 50% in size
Target sequence (Q8WZA2 whole entry, looked up): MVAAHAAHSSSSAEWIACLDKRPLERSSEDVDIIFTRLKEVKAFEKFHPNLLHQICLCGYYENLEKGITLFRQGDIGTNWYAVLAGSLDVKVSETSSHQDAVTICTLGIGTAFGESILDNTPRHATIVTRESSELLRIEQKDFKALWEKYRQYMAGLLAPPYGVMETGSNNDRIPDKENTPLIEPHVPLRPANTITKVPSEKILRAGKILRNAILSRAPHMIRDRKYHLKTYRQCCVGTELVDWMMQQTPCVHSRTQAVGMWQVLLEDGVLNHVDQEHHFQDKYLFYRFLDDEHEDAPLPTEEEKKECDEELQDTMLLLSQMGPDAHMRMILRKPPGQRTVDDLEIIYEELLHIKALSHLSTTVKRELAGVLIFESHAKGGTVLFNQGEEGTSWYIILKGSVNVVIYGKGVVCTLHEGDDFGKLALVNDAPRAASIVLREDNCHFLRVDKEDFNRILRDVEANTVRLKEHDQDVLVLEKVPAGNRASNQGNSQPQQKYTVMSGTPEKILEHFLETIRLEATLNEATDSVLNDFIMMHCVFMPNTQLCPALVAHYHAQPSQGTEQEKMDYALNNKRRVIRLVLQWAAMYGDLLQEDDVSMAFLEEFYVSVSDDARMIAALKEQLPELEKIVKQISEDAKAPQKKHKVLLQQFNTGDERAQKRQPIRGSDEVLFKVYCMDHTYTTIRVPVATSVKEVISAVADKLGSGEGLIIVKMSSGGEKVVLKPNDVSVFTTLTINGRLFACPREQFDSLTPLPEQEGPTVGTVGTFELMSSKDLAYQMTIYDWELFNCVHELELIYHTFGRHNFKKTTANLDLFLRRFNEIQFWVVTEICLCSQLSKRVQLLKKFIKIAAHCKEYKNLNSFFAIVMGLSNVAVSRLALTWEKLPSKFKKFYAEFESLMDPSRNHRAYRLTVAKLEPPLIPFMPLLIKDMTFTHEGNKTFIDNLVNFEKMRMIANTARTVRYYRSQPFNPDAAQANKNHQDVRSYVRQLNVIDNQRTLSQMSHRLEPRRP
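Compounds were titrated in qHTS against a Rap1B-BODIPY-GDP (250 nM) complex with EPAC2 (100 nM) and GDP (50 uM). BODIPY-GDP release tracked at 480/540 nm over 30 min at room temperature, normalized to 6.5 mM cAMP.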
TGFb inhibitor: TGF-b pathway inhibition; HepG2 CAGA-GFP TGF-b/SMAD3 reporter, GFP fluorescence, 18 h; TGF-beta stimulated, 500 pg/mL final; Potency, µM (titrated, usually from 46.1 µM), without a hit: at the highest dose activity, negative = inhibition, hits mostly inhibitors; 410,000 compounds, 1.2% hits; AID 588855; also: potency is read from the fitted curve at half-maximal effect; % is scaled to controls: 0 for no effect and ±100 for the full control effect; nearly all actives have a fitted effect of over 65% in size
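First, reporter cells (HEPG2 CAGA-GFP) rested 2 h at 37 degrees C. Next, compounds were pinned in and TGF-beta added to 500 pg/mL final. After 18 h, GFP was imaged per cell and summed per well.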
EPAC2 antag: antagonists of human EPAC2; Potency, µM (doses to about 114 µM), for the others: at the top dose activity, negative = inhibition, most hits filed as inhibitors; 360,000 compounds, 0.18% hits; Q8WZA2; EPAC2 GEF exchange of Rap1B-BODIPY-GDP, fluorescence; also: potency is read from the fitted curve at half-maximal effect; % is scaled to controls: 0 for no effect and ±100 for the full control effect; nearly all actives have a fitted effect of over 45% in size; many of its hits are not listed in these tables
CCT modulator: cytosolic chaperonin activity modulation | purified chaperonin ATPase assay, HTRF ADP detection, 30 min | activity change, % (test concentration not listed), hits read low | 360,000 compounds, 0.3% hits; in the data active = activity change below about -30%; also: % is scaled to controls: 0 for no effect and ±100 for the full control effect
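First, chaperonin was dispensed at 40 nM or 20 nM final depending on batch activity. Next, compounds were pinned at 76 uM and ATP added at 10 uM. After 30 min at 37 °C, ADP detection reagents ran 30 min at ambient temperature.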
Numbers without * were called inactive; i = inactive; ? = inconclusive; . = not tested or not shown; & = joins results of further samples. Unless noted, calls follow the shape of the dose curve; as a rule, active = well fitted curve in the direction sought with a large enough effect; inconclusive = small, poorly fitted or top-dose-only effect, or another doubt; inactive = no such curve, though single readings can be large; an effect the other way counts as inactive or inconclusive. These rows are one share of the data; the hit share may differ from the screen's.

smiles	Akt phos inh	A549 viability	MmCpn inh	Nrf2 ARE act	Nrf2 inh	EPAC2 ag	TGFb inhibitor	EPAC2 antag	CCT modulator
COc1ccc(Cl)cc1NC(=O)CN(C)C(=O)c1cn(-c2ccccc2)nc1-c1cccs1	i	.	.	4.9%	.	7.8%	-1.0%	29.6%	-0.6
CN(C)S(=O)(=O)c1cccc(NC(=O)COC(=O)CCC(=O)c2cccs2)c1	i	0.1%	-1.0%	-0.3%	-14.5%	9.7%	9.0%	0.1%	0.9
Cc1ccc(S(=O)(=O)N(CC(=O)N/N=C/c2ccccc2C(=O)O)c2cc(Cl)cc(Cl)c2)cc1	i	5.0%	0.5%	0.3%	0.0%	3.5%	-8.6%	-23.0%	-1.6
Cc1cc(N2CCCCC2)nc(SCC(=O)c2ccccc2)n1	i	-3.2%	0.2%	5.0%	20.1%	10.9%	-26.2%	-9.2%	-1.1
Cc1cc(C)c2nc(N3CCC(C(=O)NCc4cccnc4)CC3)sc2c1	i	-9.0%	-1.0%	-0.8%	?	-0.7%	-24.5%	-7.2%	-1.8
CCOC(=O)C(CCSC)Nc1nc(Cl)nc(Nc2ccc(Cl)cc2)n1 (stereo not drawn)	i	-2.3%	.	3.9%	4.9%	4.8%	?	4.3%	-2.9
CC(=O)Nc1ccc(NC(=O)CC(NC(=O)c2ccccc2)c2ccccc2)cc1 (stereo not drawn)	i	-10.8%	-12.2%	-0.3%	-6.6%	4.6%	-1.4%	1.4%	-2.2
COc1ccc(C(=O)NCC2CCCO2)cc1S(=O)(=O)N1CCCc2ccccc21 (stereo not drawn)	i	6.7%	-3.0%	-0.2%	0.8%	3.7%	?	3.5%	1.9
COc1cc(C2CC(=O)C3=C(C2)Nc2ncnn2C3c2cccs2)cc(OC)c1OC (stereo not drawn)	i	-2.2%	-0.4%	-0.1%	-24.7%	3.2%	16.4%	2.7%	0.3
C/C=C(\C)CN1CCN(c2ccc(C)cc2)CC1	i	-7.6%	-0.2%	-0.5%	7.8%	5.0%	1.2%	2.6%	-3.0
O=C(COC(=O)/C=C/c1ccccc1[N+](=O)[O-])NC1CC1	i	3.5%	-0.1%	13.5%	8.0%	7.4%	-5.4%	-2.6%	2.2
CCS(=O)(=O)c1ncc(Cl)c(C(=O)Nc2ccc(C)cc2)n1	i	?	0.7%	-2.8%	?	0.0%	?	-19.6%	-4.5
COc1cc(S(=O)(=O)N2CCN(C(=O)C3CC3)CC2)ccc1NC(C)=O	i	1.3%	0.3%	-0.1%	7.1%	2.3%	-11.5%	0.8%	-2.4
N#Cc1c(-c2cccc([N+](=O)[O-])c2)nc2n(c1=O)CCS2	i	1.9%	-0.4%	-1.6%	-6.3%	13.1%	4.3%	8.6%	-3.3
CCc1ccc(C(=O)NNc2ccc(F)cc2)cc1	i	0.7%	5.8%	2.9%	-5.1%	-0.1%	4.3%	-9.1%	0.6
CCc1ccc(-c2cc(C(=O)NCc3ccco3)c3ccccc3n2)s1	i	2.6%	-10.8%	8.6%	14.2%	21.3%	?	0.6%	-0.8
CSc1cccc(CNC(=O)C2CCC(=O)N(CCc3ccccc3)C2)c1 (stereo not drawn)	i	.	.	4.4%	.	2.2%	-5.5%	-3.7%	-1.3
CC(=O)N/N=C(\C)CC(=O)Nc1cccc(C(F)(F)F)c1	i	6.0%	1.3%	0.5%	1.6%	15.8%	-22.4%	-2.0%	-21.5
Cc1c(-c2cccc(Cl)c2)nc2ccccc2c1C(=O)NC1CC1	i	1.7%	-14.8%	-0.8%	12.0%	2.0%	1.5%	1.4%	0.7
CCOc1c(OC)ccc2c3c(c(=O)oc12)CCCC3	.	-9.5%	?	-0.7%	.	1.4%	22.5%	3.2%	-3.5
COCCn1c(SCC(=O)Nc2ccc(F)cc2)nc2c([nH]c3ccccc32)c1=O	i	-1.2%	1.0%	4.7%	-7.0%	0.7%	9.7%	-18.0%	0.9
O=C(CN1C(=O)COc2ccc(S(=O)(=O)N3CCOCC3)cc21)N1CCN(c2cccc(Cl)c2)CC1	.	-1.2%	.	-1.0%	8.9%	.	11.3%	.	.
Cc1cc(C)c(C(=O)O)c(CC(C)(C)C(=O)O)c1	i	-1.6%	3.6%	-0.8%	-1.1%	9.8%	-0.6%	-1.3%	-1.4
Cc1ccc(/C=C2\Sc3ccccc3C2=O)s1	i	-12.1%	0.1%	11.2µM*	15.9%	3.4%	-17.7%	11.4%	-0.8
Cc1ccc(C)c(NC(=O)C2CC3c4ccccc4C2c2ccccc23)c1 (stereo not drawn)	i	-0.2%	0.2%	-1.7%	.	-1.5%	-24.6%	12.1%	0.1
Clc1ccc2scc(CN3CCCCC3)c2c1	i	-0.1%	-0.3%	0.0%	5.9%	-1.7%	-2.2%	-0.6%	-0.4
COc1cc2c(=O)n(CCC(=O)NCC3CCCO3)c(=O)n(CC(=O)Nc3ccccc3C)c2cc1OC (stereo not drawn)	i	-1.6%&0.7%	-1.0%	-0.3%&-0.9%	1.0%	5.2%	6.9%&17.9%	2.6%	0.1
O=C(Nc1ccc(Oc2ccccc2)cc1)c1ccc(Cn2c(=O)[nH]c3ccsc3c2=O)cc1	i	0.0%	-1.9%	-0.2%	?	7.9%	?	9.2%	-2.9
Nc1ccc2c(c1)C(O)c1cccc(C(=O)O)c1-2 (stereo not drawn)	i	-2.0%	.	-0.7%	-1.9%	-8.8%	-11.9%	-5.3%	-4.6
CCN1CCN(C(=S)NC(C)c2ccccc2)CC1 (stereo not drawn)	i	?	0.6%	-0.5%	-2.6%	-1.5%	-1.4%	1.0%	-1.5
CCSc1nc(N2CCOCC2)c2c(c1C#N)CCCC2	i	1.0%	-1.2%	-0.4%	.	11.4%	?	-8.6%	-2.3
COc1cccc(N(CC(=O)Nc2ccccc2C(=O)N2CCCC2)S(C)(=O)=O)c1	i	-6.3%	-0.3%	0.1%	3.0%	3.9%	?	7.7%	0.0
CCOC(=O)N1CCN(C(=O)c2ccccc2NC(=O)c2ccc(F)cc2)CC1	i	2.6%	2.1%	-0.4%	3.9%	5.2%	3.3%	2.7%	-1.4
COc1ccc(-c2nnc(NC(=O)Cc3ccccc3)o2)cc1	.	0.6%	4.5%	3.0%	7.3%	11.6%	-4.0%	8.4%	-0.5
COc1ccc(/C=C/C(=O)Nc2ccccc2)cc1OC	i	1.2%	2.0%	3.4%	?	7.5%	-3.5%	20.3%	-1.5
O=C(NCCN1CCOCC1)c1cc(-c2ccccc2)on1	i	5.0%	1.0%	20.9%	?	7.5%	-4.2%	2.3%	-2.0
Cc1onc(-c2c(Cl)cccc2Cl)c1C(=O)N1CCN(c2ccc(F)cc2)CC1	i	0.3%	-0.6%	0.0%	?	19.9%	9.0%	-7.1%	0.2
CN(C)c1ccc(CC(=O)c2nc3ccccc3s2)cc1	i	-0.9%	-0.4%	6.5%	17.5%	13.9%	-3.9%	1.0%	-2.0
COc1ccc(-c2noc(CSc3nnc(-c4ccncc4)n3-c3ccc(C)cc3)n2)cc1OC	.	0.3%	.	-0.5%	-4.1%	.	-0.9%	.	.
Cc1cc(-c2n[nH]c(=S)n2/N=C/c2cccc([N+](=O)[O-])c2)n[nH]1	i	-2.5%	1.8%	-0.5%	-12.3%	-2.8%	12.8%	9.5%	1.1
CCNS(=O)(=O)c1ccc(CCC(=O)Nc2ccc3c(c2)OCO3)cc1	i	-1.5%	-3.0%	0.2%	-3.7%	3.0%	10.1%	-2.5%	0.1
Cc1c(C(=O)N2CCN(c3ccccn3)CC2)oc2c1C(=O)CC(C)(C)C2	.	2.0%	2.2%	-0.2%	20.1%	11.0%	-12.2%	-0.1%	-3.8
NC(=O)CN1C(=O)NC2(CCCc3sccc32)C1=O (stereo not drawn)	i	0.3%	-0.6%	0.4%	2.9%	1.4%	-18.7%	-5.0%	-0.8
COC(=O)c1ccccc1NC(=O)COC(=O)[C@H](C)NC(N)=O	i	-5.3%	-1.0%	3.1%	0.2%	7.7%	-9.7%	3.3%	-1.8
O=C(NC1CCCCCC1)C1c2ccccc2C(=O)N1Cc1ccco1 (stereo not drawn)	.	-0.9%	-1.2%	-0.4%	.	5.5%	6.0%	1.1%	0.8
CCOc1ncccc1C(=O)Nc1ccc(F)c(Cl)c1	i	-1.7%	-1.1%	0.0%	0.0%	-0.2%	17.6%	5.9%	0.4
CC(C)C(NCC(=O)Nc1ccccc1C(=O)NC1CC1)c1ccccc1 (stereo not drawn)	i	-5.5%	-0.2%	-0.9%	9.9%	-6.1%	5.8%	3.0%	0.5
O=C(CN(Cc1ccco1)C(=O)Cn1nnc(-c2cccs2)n1)NCc1ccccc1	i	-3.2%	-0.9%	-0.8%	4.4%	16.4%	-16.4%	-6.7%	-3.2
O=C(NCCC1=CCCCC1)c1ccc(-n2cncn2)cc1	i	-2.0%	0.6%	-0.1%	?	-7.1%	7.0%	3.6%	0.5
Cc1nnc2sc(SCC(=O)N3CCC(C)CC3)nn2c1=O	i	-3.5%	-0.8%	9.4%	9.9%	11.4%	-20.4%	3.3%	-1.6
C[C@@H]1CCC2[C@](C)(CO)[C@@H](O)CC[C@]2(C)[C@@]12CC[C@@](CO)(CC(=O)O)O2 (stereo partly drawn)	i	4.5%	1.2%	0.5%	-2.3%	0.7%	16.9%	5.1%	-2.0
COC(=O)c1ccc(CSc2nnc(Nc3ccc(OC)cc3)s2)o1	i	-16.8%	-1.9%	4.3%	-0.4%	15.8%	2.4%	-1.6%	-0.7
Cn1nnnc1SCCNCc1cc(Br)ccc1OCc1ccccc1Cl	.	-25.7%	.	-3.5%	?	.	?	.	.
